Assay outcomes: PubChem, several laboratories
DAX1 inh-1: inhibitors of DAX1 repression of SF-1 activated StAR promoter | HEK293T StAR-luciferase reporter, SF-1/DAX-1 repression relief | inhibition, % at 6.8 µM | 370,000 compounds, 1.1% hits | AID 652010;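 active = inhibition above the mean over all tested compounds plus 3 SD, cut at about 3.6% in these data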;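 note: 0% = DAX-1 cells with DMSO and 100% = cells lacking DAX-1 with DMSO; higher inhibition means more luminescence from relief of DAX-1 repression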
hgDAF-12 ag: activates the H. glycines DAF-12 receptor ligand-binding domain; HEK293 GAL4-hgDAF12 UAS-luciferase reporter, agonist luminescence; normalized to butyrate control; activation, % at 6.8 µM; AID 687014; 370,000 compounds, 1.8% hits;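 active = activation above a cutoff set at the mean of all screened compounds plus 3 SD, cut at about 10% in these data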;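 note: 0% = DMSO wells and 100% = sodium butyrate wells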
ADAM10 inh: inhibits human ADAM10; O14672; recombinant ADAM10, EDANS/DABCYL FRET peptide cleavage, 3 h; inhibition, % at 7 µM; 370,000 compounds, 0.62% hits; AID 720582;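 active = inhibition above a per-campaign cutoff equal to the mean of compounds falling between control-based bounds plus 3 SD, cut at about 20% in these data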;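 note: 0% = DMSO wells while the 100% control is not disclosed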
DAX1 inh-2: inhibits human nuclear receptor DAX1. AID 504766. inhibition, % at 6.75 µM. 340,000 compounds, 0.99% hits. P51843. HEK293 Gal4-DAX1 luciferase reporter, luminescence;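 active = inhibition above the mean over all tested compounds plus 3 SD, cut at about 4.2% in these data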;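 note: 0% = DAX1-transfected cells with DMSO and 100% = empty-vector control cells with DMSO; inhibition shows as a rise in luminescence from relieved DAX1 repression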
Target sequence (P51843 207-470 limits assumed): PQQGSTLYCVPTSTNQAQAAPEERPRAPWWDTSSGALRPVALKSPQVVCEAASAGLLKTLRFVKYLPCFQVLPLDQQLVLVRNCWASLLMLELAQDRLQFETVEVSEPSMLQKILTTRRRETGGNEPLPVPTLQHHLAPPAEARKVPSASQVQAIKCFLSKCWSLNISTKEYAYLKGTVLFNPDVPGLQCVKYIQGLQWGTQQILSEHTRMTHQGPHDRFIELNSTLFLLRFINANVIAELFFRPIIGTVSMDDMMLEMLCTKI
PG9 binder: small molecules binding HIV-1 gp120 antibody PG9; 360,000 compounds, 0.43% hits; TR-FRET gp120-PG9 antibody binding; inhibition, % at 6.7 µM; in the data active = inhibition above about 8.5%
GC-A act: GC-A (human) enzyme activation; HEK293 GC-A cells, cGMP TR-FRET, EC30 ANP; 0% at EC30 ANP, 100% saturating ANP; 370,000 compounds, 0.14% hits; activation, % at 10 µM; P16066; in the data active = activation above about 40%
SMARCA2 act: increases SMARCA2 function in MMTV reporter cells; MG213 cells, MMTV-luciferase reporter, dexamethasone, overnight; 370,000 compounds, 1% hits; AID 652017; activation, % at 9.1 µM; in the data active = activation above about 7.8%;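 note: 0% = vehicle wells and 100% = reference activator wells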
GAA850 FXN act: activators of GAA850 frataxin (FXN) promoter; AID 540364; activation, % at 6 µM; 360,000 compounds, 0.56% hits; HEK293 lucGAA850 FXN promoter luciferase reporter, 24 h; percent of 10 µM SAHA response;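 active = activation above the average of all compounds screened plus 3 SD, cutoff fixed separately per campaign, cut at about 7.5% in these data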;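 note: 0% = DMSO wells and 100% = 10 µM SAHA wells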
hcDAF-12 act: activates DAF-12 receptor from parasite H. contortus; activation, % at 6.8 µM; 370,000 compounds, 1.4% hits; AID 652067; HEK293 hcDAF-12 lit1-tk-luc reporter, luminescence; 0% DMSO, 100% Δ7-dafachronic acid;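 active = activation above the mean of all tested compounds plus 3 SD, cut at about 5.5% in these data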;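 note: 100% = response to 3 µM Δ7-dafachronic acid high control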
ssDAF12 agonist: S. stercoralis DAF-12 activation, primary screen; HEK293 ssDAF-12/GRIP1 lit1-tk-luc reporter, luminescence; % of 3 µM dafachronic acid response; activation, % at 6.8 µM; 370,000 compounds, 1% hits;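 active = activation above the mean over all tested compounds plus 3 SD, cut at about 0.9% in these data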;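 note: 0% = DMSO-only wells and 100% = 3 µM delta7-dafachronic acid wells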
ADAM17 inh: inhibitors of human ADAM17 | P78536 | recombinant ADAM17, EDANS/DABCYL FRET peptide cleavage | inhibition, % at 6.95 µM | 370,000 compounds, 0.83% hits;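 active = inhibition above the mean of compounds lying between control limits plus 3 SD, set per campaign, cut at about 8.5% in these data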;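 note: 0% = DMSO-only wells as the low control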
Target sequence (P78536 215-824 limits assumed): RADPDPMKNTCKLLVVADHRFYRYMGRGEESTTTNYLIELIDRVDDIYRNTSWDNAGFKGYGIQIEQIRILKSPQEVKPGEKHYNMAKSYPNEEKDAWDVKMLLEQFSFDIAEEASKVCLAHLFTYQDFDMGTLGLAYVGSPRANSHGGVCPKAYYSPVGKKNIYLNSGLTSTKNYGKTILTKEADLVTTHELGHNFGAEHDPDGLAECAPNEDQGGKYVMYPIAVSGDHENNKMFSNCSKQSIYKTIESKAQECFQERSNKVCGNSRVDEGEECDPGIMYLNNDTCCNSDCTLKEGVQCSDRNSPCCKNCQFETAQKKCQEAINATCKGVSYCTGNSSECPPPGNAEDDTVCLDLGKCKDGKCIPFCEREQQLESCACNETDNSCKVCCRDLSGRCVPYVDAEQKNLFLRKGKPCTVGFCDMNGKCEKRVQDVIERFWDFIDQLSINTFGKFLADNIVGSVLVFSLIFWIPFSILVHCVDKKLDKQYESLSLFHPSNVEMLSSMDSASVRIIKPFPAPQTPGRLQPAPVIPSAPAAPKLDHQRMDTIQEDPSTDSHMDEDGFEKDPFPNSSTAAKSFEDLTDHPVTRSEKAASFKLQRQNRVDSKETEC
Numbers without * were called inactive.

`COc1ccc(CN(C(=O)c2ccccc2Br)C2CCS(=O)(=O)C2)cc1` (centres undefined) gave DAX1 inh-1 0.1, hgDAF-12 ag -1.8, ADAM10 inh 0, DAX1 inh-2 -0.2, PG9 binder -0.3, GC-A act 1, SMARCA2 act -1, GAA850 FXN act 3.4, hcDAF-12 act 0.0, ssDAF12 agonist -0.6 and ADAM17 inh -3.
O=C(NCc1ccccc1)C1CCCN(c2ncnc3c2nc2n3CCCCC2)C1 (centres undefined) was read as DAX1 inh-1 -0.7, hgDAF-12 ag -1.6, ADAM10 inh -1, DAX1 inh-2 -0.9, PG9 binder -0.2, GC-A act 2, SMARCA2 act -1, GAA850 FXN act 0.9, hcDAF-12 act -2.8, ssDAF12 agonist -1.6 and ADAM17 inh -1.
Screening Cc1ccc(OC(=O)c2cccc(S(=O)(=O)N3CCN(C)CC3)c2)c(Br)c1 returned DAX1 inh-1 -0.9, hgDAF-12 ag 0.3, ADAM10 inh 5, DAX1 inh-2 0.3, PG9 binder -2.9, GC-A act 0, SMARCA2 act 1, GAA850 FXN act 1.8, hcDAF-12 act -1.2, ssDAF12 agonist -0.5 and ADAM17 inh -1.
For COc1ccc(C(=O)NCC(=O)OCC(=O)N2CCN(S(=O)(=O)c3ccccc3)CC2)cc1 the results were DAX1 inh-1 0.1, hgDAF-12 ag -0.8, ADAM10 inh 7, DAX1 inh-2 1.1, PG9 binder -0.2, GC-A act -2, SMARCA2 act 1, GAA850 FXN act 2.3, hcDAF-12 act -1.6, ssDAF12 agonist -1.0 and ADAM17 inh 2.
Screening Cc1cccc(NC(=S)NCc2ccco2)c1C returned DAX1 inh-1 0.1, hgDAF-12 ag -0.8, ADAM10 inh 3, DAX1 inh-2 -0.7, PG9 binder 0.0, GC-A act -1, SMARCA2 act -4, GAA850 FXN act 1.1, hcDAF-12 act -2.1, ssDAF12 agonist -0.4 and ADAM17 inh -6.
For CCOC(=O)c1ccc(NC(=O)COC)cc1 the results were DAX1 inh-1 2.9, hgDAF-12 ag 1.7, ADAM10 inh -4, DAX1 inh-2 0.0, PG9 binder 0.6, GC-A act -3, SMARCA2 act 0, GAA850 FXN act 0.6, hcDAF-12 act 0.6, ssDAF12 agonist -1.1 and ADAM17 inh -7.
Screening O=[N+]([O-])c1cc(S(=O)(=O)Nc2cccc(Cl)c2)ccc1N=Nc1c(O)[nH]c2ccccc12 returned DAX1 inh-1 -0.1, hgDAF-12 ag 1.7, ADAM10 inh -8, DAX1 inh-2 2.1, PG9 binder -1.8, GC-A act 0, SMARCA2 act 2, GAA850 FXN act 0.9, hcDAF-12 act 4.8, ssDAF12 agonist -1.0 and ADAM17 inh -3.
`COc1cccc(/C=N/NC(=O)c2cc3cc([N+](=O)[O-])ccc3s2)c1O` gave DAX1 inh-1 -0.8, hgDAF-12 ag -4.2, ADAM10 inh 6, DAX1 inh-2 -0.6, PG9 binder -0.5, GC-A act -7, SMARCA2 act -5, GAA850 FXN act -6.8, hcDAF-12 act -1.8, ssDAF12 agonist -1.6 and ADAM17 inh 3.
For CCNC(=S)N1CCc2cc(OC)c(OC)cc2C1COc1ccc(F)cc1 (centres undefined) the results were DAX1 inh-1 -0.3, hgDAF-12 ag -4.2, ADAM10 inh 9, DAX1 inh-2 -0.5, PG9 binder 0.2, GC-A act 2, SMARCA2 act -2, GAA850 FXN act -0.1, hcDAF-12 act -1.6, ssDAF12 agonist -1.8 and ADAM17 inh -1.
`CC(=O)Nc1ccc(S(=O)(=O)NCCC(=O)OCC(=O)c2cc(C)ccc2C)cc1` gave DAX1 inh-1 -1.4, hgDAF-12 ag 0.4, ADAM10 inh 4, DAX1 inh-2 1.8, PG9 binder 0.5, GC-A act -1, SMARCA2 act 2, GAA850 FXN act -0.7, hcDAF-12 act -2.2, ssDAF12 agonist -0.8 and ADAM17 inh -1.
For O=C(CN1CCN(Cc2ccccc2)CC1)Nc1ccccc1-c1ccccc1 the results were DAX1 inh-1 0.5, hgDAF-12 ag 0.0, ADAM10 inh -3, DAX1 inh-2 -0.3, PG9 binder -0.9, GC-A act -4, SMARCA2 act -1, GAA850 FXN act 1.2, hcDAF-12 act -1.0, ssDAF12 agonist -1.0 and ADAM17 inh 2.
`O=C(Oc1ccc(Cl)cc1)c1ccc2nccnc2c1` gave DAX1 inh-1 0.3, hgDAF-12 ag 0.1, ADAM10 inh 9, DAX1 inh-2 -1.4, PG9 binder -0.5, GC-A act 18, SMARCA2 act 0, GAA850 FXN act -0.9, hcDAF-12 act -0.7, ssDAF12 agonist -1.0 and ADAM17 inh -4.

Overlap with the part before: 2 entries, followed by the next part.
For O=C(CN1CCN(Cc2ccccc2)CC1)Nc1ccccc1-c1ccccc1 the results were DAX1 inh-1 0.5, hgDAF-12 ag 0.0, ADAM10 inh -3, DAX1 inh-2 -0.3, PG9 binder -0.9, GC-A act -4, SMARCA2 act -1, GAA850 FXN act 1.2, hcDAF-12 act -1.0, ssDAF12 agonist -1.0 and ADAM17 inh 2.
`O=C(Oc1ccc(Cl)cc1)c1ccc2nccnc2c1` gave DAX1 inh-1 0.3, hgDAF-12 ag 0.1, ADAM10 inh 9, DAX1 inh-2 -1.4, PG9 binder -0.5, GC-A act 18, SMARCA2 act 0, GAA850 FXN act -0.9, hcDAF-12 act -0.7, ssDAF12 agonist -1.0 and ADAM17 inh -4.
`COc1cc(S(=O)(=O)NCCOC23CC4CC(CC(C4)C2)C3)c(OC)cc1Cl` gave DAX1 inh-1 -0.9, hgDAF-12 ag -2.5, ADAM10 inh 0, DAX1 inh-2 0.4, PG9 binder -0.7, GC-A act -7, SMARCA2 act -2, GAA850 FXN act 6.2, hcDAF-12 act 1.1, ssDAF12 agonist -2.0 and ADAM17 inh 0.
`CCCCn1c(N)c(N(CCOC)C(=O)c2oc3c(Cl)cccc3c2C)c(=O)[nH]c1=O` gave DAX1 inh-1 -1.0, hgDAF-12 ag 2.3, ADAM10 inh -4, DAX1 inh-2 2.4, PG9 binder 0.6, GC-A act -2, SMARCA2 act 5, GAA850 FXN act -2.1, hcDAF-12 act 1.5, ssDAF12 agonist 0.4 and ADAM17 inh -2.
CSc1nc2cc(Cl)ccc2s1 was read as DAX1 inh-1 -0.1, hgDAF-12 ag 2.1, ADAM10 inh 6, DAX1 inh-2 0.1, PG9 binder -0.8, GC-A act 2, SMARCA2 act -2, GAA850 FXN act 1.9, hcDAF-12 act -1.4, ssDAF12 agonist -1.4 and ADAM17 inh -3.
Screening O=C(Nc1ccc2c(c1)OCO2)c1ccc2nc[nH]c2c1 returned DAX1 inh-1 1.3, hgDAF-12 ag 4.0, ADAM10 inh 4, DAX1 inh-2 1.7, PG9 binder -0.6, GC-A act -1, SMARCA2 act 6, GAA850 FXN act 1.9, hcDAF-12 act 0.5, ssDAF12 agonist -1.2 and ADAM17 inh -2.
CCCCn1c(N)c(N(CC(C)C)C(=O)C2=COCCO2)c(=O)[nH]c1=O was read as DAX1 inh-1 0.5, hgDAF-12 ag 0.9, ADAM10 inh -9, DAX1 inh-2 0.1, PG9 binder -0.5, GC-A act -2, SMARCA2 act 0, GAA850 FXN act 1.4, hcDAF-12 act 0.1, ssDAF12 agonist -1.7 and ADAM17 inh -3.
For CC(=O)C1=C(O)C(=O)N(c2ccc(Br)cn2)C1c1ccc(F)cc1 (centres undefined) the results were DAX1 inh-1 0.6, hgDAF-12 ag -0.1, ADAM10 inh -30, DAX1 inh-2 1.6, PG9 binder 2.4, GC-A act 0, SMARCA2 act 2, GAA850 FXN act 2.8, hcDAF-12 act -1.4, ssDAF12 agonist -0.6 and ADAM17 inh -8.
`Cc1ccc(S(=O)(=O)N2CCCCC2)cc1NC(=O)COC(=O)CN1C(=O)NC2(CC(C)CC(C)(C)C2)C1=O` (centres undefined) gave DAX1 inh-1 -0.7, hgDAF-12 ag 1.3, ADAM10 inh 0, DAX1 inh-2 0.0, PG9 binder 0.2, GC-A act -3, SMARCA2 act 0, GAA850 FXN act 2.9, hcDAF-12 act -1.9, ssDAF12 agonist -1.1 and ADAM17 inh -3.
CC(=O)NC(C)(CC(=O)c1ccccc1)c1ccccc1 (centres undefined) was read as DAX1 inh-1 -0.2, hgDAF-12 ag 0.9, ADAM10 inh -7, DAX1 inh-2 -0.5, PG9 binder -0.7, GC-A act -3, SMARCA2 act -6, GAA850 FXN act -0.3, hcDAF-12 act -0.1, ssDAF12 agonist -1.0 and ADAM17 inh -6.
COc1cc(C)c(Cl)c(C)c1S(=O)(=O)NC1CC(C)(C)NC(C)(C)C1 was read as DAX1 inh-1 0.3, hgDAF-12 ag 0.5, ADAM10 inh -4, DAX1 inh-2 0.3, PG9 binder 0.1, GC-A act 2, SMARCA2 act -1, GAA850 FXN act -1.2, hcDAF-12 act -1.0, ssDAF12 agonist -0.7 and ADAM17 inh -4.
For CC(/C=N/n1c(-c2ccc(Cl)cc2)n[nH]c1=S)=C\c1ccco1 the results were DAX1 inh-1 -0.5, hgDAF-12 ag -0.7, ADAM10 inh 8, DAX1 inh-2 -1.3, PG9 binder 1.3, GC-A act -1, SMARCA2 act -4, GAA850 FXN act 3.9, hcDAF-12 act -2.1, ssDAF12 agonist -1.1 and ADAM17 inh 0.
O=C(O)c1ccc(Cl)c(S(=O)(=O)NCC2CCCO2)c1 (centres undefined) was read as DAX1 inh-1 0.3, hgDAF-12 ag 1.1, ADAM10 inh 4, DAX1 inh-2 -0.5, PG9 binder -0.5, GC-A act -1, SMARCA2 act 5, GAA850 FXN act -1.9, hcDAF-12 act 0.0, ssDAF12 agonist -1.2 and ADAM17 inh 2.
Screening Cc1cc(C)c2sc(N(CCCN(C)C)C(=O)c3ccc(S(=O)(=O)N4CCCc5ccccc54)cc3)nc2c1 returned DAX1 inh-1 2.7, hgDAF-12 ag -1.1, ADAM10 inh 3, DAX1 inh-2 0.5, PG9 binder 0.8, GC-A act -7, SMARCA2 act -1, GAA850 FXN act -2.0, hcDAF-12 act -1.2, ssDAF12 agonist -0.5 and ADAM17 inh 3.
Screening C=CCN(CC=C)C(=O)C1CCC(C(=O)N(CC=C)CC=C)CC1 (centres undefined) returned DAX1 inh-1 0.4, hgDAF-12 ag -1.6, ADAM10 inh 7, DAX1 inh-2 -0.5, PG9 binder -0.2, GC-A act 1, SMARCA2 act 2, GAA850 FXN act 2.7, hcDAF-12 act -0.9, ssDAF12 agonist -1.5 and ADAM17 inh 0.
Screening Cc1cc(C)nc(/N=C(\N)N2CCCCC2)n1 returned DAX1 inh-1 0.0, hgDAF-12 ag 8.6, ADAM10 inh 0, DAX1 inh-2 -0.9, PG9 binder 0.3, GC-A act 2, SMARCA2 act -3, GAA850 FXN act -1.0, hcDAF-12 act -0.2, ssDAF12 agonist -1.0 and ADAM17 inh 2.
O=C1CCCc2nc(N3CCN(c4ccccc4)CC3)ncc21 was read as DAX1 inh-1 0.2, hgDAF-12 ag 2.3, ADAM10 inh 2, DAX1 inh-2 0.7, PG9 binder -0.5, GC-A act 0, SMARCA2 act 0, GAA850 FXN act 1.9, hcDAF-12 act 0.2, ssDAF12 agonist -1.4 and ADAM17 inh 0.
